Assay outcomes deposited in PubChem BioAssay by several laboratories.
V1R ag counter – V1a receptor agonism, counter-screen for OXTR agonists; P37288; CHO-V1R cells, Fluo-8 calcium fluorescence, agonist mode; 0% DMSO, 100% 3 nM vasopressin; 0.25% of 320,000 active; AID 2797; activation, % at 3 µM;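 active = activation above the mean activation of all tested compounds plus 3 SD, per screening run, cut at about 20% in these data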;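 note: signal is peak over basal fluorescence ratio across a 100 second FLIPR read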
OXTR ag – human OXTR agonism. CHO-OTR cells, Fluo-8 calcium fluorescence; normalized: DMSO 0%, oxytocin 100%. activation, % at 3 µM. 0.32% of 320,000 active;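 active = activation above the mean of all tested compounds plus 3 SD, cutoff set per screening run, cut at about 20% in these data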;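 note: peak over basal fluorescence ratio from a 100 s FLIPR kinetic read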
PHOSPHO1 inh – PHOSPHO1 (human) inhibition. Q8TCT1. recombinant PHOSPHO1, absorbance phosphatase assay. inhibition, % at 13.3 µM. 1.1% of 290,000 active. AID 1565; in the data active = inhibition above about 60%
Target sequence (Q8TCT1 whole entry, looked up): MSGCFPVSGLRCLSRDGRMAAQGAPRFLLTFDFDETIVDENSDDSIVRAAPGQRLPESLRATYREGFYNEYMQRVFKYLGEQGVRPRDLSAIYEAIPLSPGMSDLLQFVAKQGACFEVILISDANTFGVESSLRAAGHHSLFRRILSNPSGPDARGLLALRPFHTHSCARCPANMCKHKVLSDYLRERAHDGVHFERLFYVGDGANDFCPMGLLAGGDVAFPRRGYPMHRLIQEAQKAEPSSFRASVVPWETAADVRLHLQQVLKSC
FID counter – fluorescent intercalator displacement, NS3 helicase counter-screen; DNA fluorescent intercalator displacement, fluorescence; inhibition, % at 7.9 µM; 0.17% of 290,000 active; AID 1845; in the data active = inhibition above about 37%;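 note: 0% = vehicle and 100% = reference compound; higher means more ethidium bromide displaced from hairpin DNA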
HCV NS3 hel inh – HCV NS3 helicase inhibition | NS3 helicase DNA unwinding, Cy5 molecular beacon fluorescence | inhibition, % at 10.9 µM | 0.56% of 290,000 active | AID 1800;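 active = inhibition above the mean of all tested compounds plus 3 SD, set per campaign, cut at about 35% in these data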;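 note: 0% = DMSO wells and 100% = thioflavine S control wells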
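Compound dosing – single dose, 10.9 µM nominal final, DMSO 0.8% final · System – NS3 helicase fragment of HCV · Buffer or medium – MOPS pH 6.5, MgCl2, DTT, Tween20, BSA · Signal – Cy5 beacon fluorescence read at start and 1 h · Also added – annealed dual-labelled DNA beacon duplex, ATP-started · Schedule – 1 h at 25 °C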
VIM-2 inh – inhibitors of Pseudomonas aeruginosa VIM-2 metallo-beta-lactamase. 0.89% of 290,000 active. inhibition, % at 5.6 µM. purified VIM-2, nitrocefin hydrolysis, epi-absorbance fluorescence;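 active = inhibition above the mean of all tested compounds plus 3 SD, cutoff set per screening run, cut at about 7.5% in these data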;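 note: red hydrolysis product quenches plate fluorescence so inhibitors raise well fluorescence; 0% = enzyme with DMSO and 100% = DMSO without enzyme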
IMP-1 inh – inhibitors of Pseudomonas aeruginosa IMP-1 metallo-beta-lactamase; inhibition, % at 5.6 µM; purified IMP-1, nitrocefin hydrolysis, epi-absorbance fluorescence; 0.45% of 290,000 active; AID 1556;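 active = inhibition above the mean plus 3 SD of all compounds in the same screening run, cut at about 4.5% in these data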;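 note: 0% = IMP-1 with DMSO and 100% = DMSO wells lacking enzyme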
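Assay system: purified recombinant IMP-1 beta-lactamase. Input: IMP-1 0.2 nM before substrate addition. Buffer or medium: Zinc- and detergent-supplemented HEPES buffer, pH 7.1. Schedule: 25 °C, 15 min preincubation, 25 min reaction. Signal: Epi-absorbance fluorescence, 480 nm excitation, 530 nm emission. Evaluation: percent inhibition from optical density relative to buffer-blank wells.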
GPR7 antagonist – human neuropeptides B/W receptor 1 antagonism | P48145 | GPR7-expressing cells, fluorescence antagonist assay | inhibition, % at 4.4 µM | 1.1% of 290,000 active; in the data active = inhibition above about 16%, passing the limit was not always enough;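 note: cells stimulated with the agonist NPW; 0% = agonist with vehicle and 100% = vehicle without agonist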
Target sequence (P48145 whole entry, looked up): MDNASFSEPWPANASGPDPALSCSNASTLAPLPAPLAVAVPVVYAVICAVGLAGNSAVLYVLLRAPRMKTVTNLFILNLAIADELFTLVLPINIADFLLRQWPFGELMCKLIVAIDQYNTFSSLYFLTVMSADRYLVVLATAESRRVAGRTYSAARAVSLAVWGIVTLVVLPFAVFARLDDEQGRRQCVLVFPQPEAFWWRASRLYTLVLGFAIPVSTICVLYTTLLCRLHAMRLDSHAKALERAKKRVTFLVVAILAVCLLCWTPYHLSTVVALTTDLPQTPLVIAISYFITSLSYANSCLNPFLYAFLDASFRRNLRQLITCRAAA
GalR3 antag – human GalR3 antagonism. O60755. HEK293 GalR3-CNG cAMP membrane potential fluorescence; galR3 body fused to GalR1 C-terminus. inhibition, % at 3 µM. 0.44% of 360,000 active;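 active = inhibition above the screen-wide average plus 3 SD, cut at about 13% in these data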;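 note: forskolin and galanin both at EC90 stimulate the cells; cAMP rise reported by CNG channel membrane potential dye signal; 0% = forskolin plus galanin with DMSO and 100% = forskolin alone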
Target sequence (O60755 1-299 limits assumed): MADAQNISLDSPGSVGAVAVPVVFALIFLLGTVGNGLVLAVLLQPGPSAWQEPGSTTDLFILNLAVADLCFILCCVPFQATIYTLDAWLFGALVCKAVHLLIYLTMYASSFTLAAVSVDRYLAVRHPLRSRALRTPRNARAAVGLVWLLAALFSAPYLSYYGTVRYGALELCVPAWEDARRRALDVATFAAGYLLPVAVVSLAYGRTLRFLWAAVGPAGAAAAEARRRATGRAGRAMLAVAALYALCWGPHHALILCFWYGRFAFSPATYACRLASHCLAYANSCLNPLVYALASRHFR
* hit, by the source's call; . = not tested or not shown.

SMILES | V1R ag counter | OXTR ag | PHOSPHO1 inh | FID counter | HCV NS3 hel inh | VIM-2 inh | IMP-1 inh | GPR7 antagonist | GalR3 antag
CCOc1ccc(Nc2ncnc3ccc([N+](=O)[O-])cc23)cc1 | -2.3 | -2.1 | 24 | 7 | 1 | -4.7 | -1.6 | -3 | -3
O=C(NCC(=O)N(CCN1CCOCC1)C(C(=O)NC1CCCC1)c1ccccc1)c1cccs1 (stereo unspecified) | 0.5 | 0.4 | 37 | -1 | -3 | -3.6 | 0.6 | 6 | -6
CCOC(=O)CN1C(=O)C(C)(C)Oc2ccc(C(=O)NC(C)(C)CC)cc21 | -1.0 | -0.3 | 18 | -20 | -3 | -1.9 | -2.1 | -16 | 10
CC1=C(OC(=O)c2ccccc2)C(C)(C)C(c2ccc(Br)cc2)OC1=O (stereo unspecified) | 0.1 | -0.7 | 0 | -2 | 12 | -0.2 | -3.1 | 5 | -5
O=C(Nc1ccc(NS(=O)(=O)c2ccc([N+](=O)[O-])cc2)cc1)c1ccco1 | 1.7 | 0.9 | 23 | 8 | -8 | -1.9 | -2.1 | 7 | 5
Cc1cc(C(=O)N(C)Cc2c(F)cccc2Cl)c2ccccc2n1 | 6.4 | 4.6 | 27 | -26 | 0 | -1.4 | -2.2 | 2 | -10
O=C(NC12CC3CC(CC(C3)C1)C2)N1CCN(c2ccccc2)CC1 | -0.6 | -2.1 | 35 | -30 | 4 | -1.6 | -3.3 | -13 | -7
O=C(Nc1ccc(F)cc1)N1CCN(c2nc3ccccc3s2)CC1 | 9.0 | 4.7 | 12 | -16 | 7 | -1.3 | -3.0 | -4 | -6
COc1cccc(CN2CCNC(=O)C2CC(=O)NCc2cn3cccc(C)c3n2)c1OC (stereo unspecified) | 0.2 | 0.3 | 28 | -9 | 0 | -3.0 | -4.3 | -5 | 0
CC(C)CC(=O)N1CCN(c2ccc(NC(=O)c3ccco3)cc2)CC1 | 1.2 | 0.4 | 10 | -34 | 4 | -2.1 | -1.1 | -13 | -2
CC1CCCN(C(=O)c2ccc3c(=O)n(C4CCCC4)c(=S)[nH]c3c2)C1 (stereo unspecified) | -0.8 | -0.2 | -5 | -4 | 6 | -1.4 | -2.6 | 2 | -2
O=C(NCc1cccnc1)/C(=N\O)c1ccccc1 | 1.3 | 0.6 | -7 | 1 | 1 | -3.3 | -4.2 | -10 | -2
COC(=O)c1ccc(NC(=O)COc2ccc3c(c2)OCO3)cc1 | 1.8 | 0.1 | 19 | -22 | -3 | -3.2 | -4.6 | -6 | -7
COc1ccc(CCNC(=O)CSc2nc(C)cs2)cc1 | 0.9 | -0.5 | -1 | -3 | 8 | -3.6 | -3.1 | -8 | -4
CCOc1ccc(-c2nnc(SCC(=O)N(CC)CC)n2N)cc1 | -0.8 | -0.7 | 11 | -4 | 4 | -3.8 | -2.4 | -3 | -6
O=C(Nc1cccc(S(=O)(=O)N2CCCC2)c1)c1cc(-c2ccccn2)nc2ccccc12 | 4.3 | 5.0 | 27 | -1 | 13 | -4.5 | -1.4 | -7 | 1
COc1cc(C(=O)NC(=S)Nc2ccccc2[N+](=O)[O-])cc(OC)c1OC | 0.2 | -1.2 | 42 | -9 | -3 | -2.1 | 0.0 | -16 | -3
Cc1noc(C)c1S(=O)(=O)N1CCC(C(=O)N2CCN(c3ccc(Cl)cc3)CC2)CC1 | 8.3 | 13 | 3 | -35 | -9 | 0.2 | -3.3 | -5 | -7
O=C(O)c1oc2ccccc2c1CSCc1ccccc1 | 0.6 | 0.0 | -17 | -30 | 16 | 0.5 | 1.0 | 1 | 0
Cc1cc(OCC(=O)Nc2ccncc2)ccc1Br | 8.4 | 12 | 12 | 5 | -5 | -2.5 | -5.4 | 23* | 2
Fc1ccc(N2CCN(C(c3cccs3)c3nnnn3C3CCCC3)CC2)cc1 (stereo unspecified) | -0.6 | -1.7 | -4 | -11 | -5 | -1.6 | -1.6 | -4 | -2
Cc1nc(SCC(=O)Nc2ccc(C)c(F)c2)c2oc3ccccc3c2n1 | 0.5 | -0.4 | 4 | 1 | -3 | -0.8 | -5.3 | -10 | -4
Cc1cccc(C(=O)O/N=C(\N)Cc2cccc3ccccc23)c1 | 6.6 | 0.3 | 8 | -24 | -9 | -1.1 | -1.2 | -2 | .
CC1(C)CC2CC(C)(CN2C(=O)c2ccccc2)C1 (stereo unspecified) | -0.9 | -0.5 | 49 | -5 | 4 | -4.9 | -2.5 | -3 | -2
O=C(O)CCC(NC(=O)OCc1ccccc1)C(=O)O (stereo unspecified) | 1.6 | 0.4 | 18 | 3 | -6 | -0.9 | -1.7 | -11 | -4

Next section (6 carried over from the part before).
SMILES | V1R ag counter | OXTR ag | PHOSPHO1 inh | FID counter | HCV NS3 hel inh | VIM-2 inh | IMP-1 inh | GPR7 antagonist | GalR3 antag
Cc1cc(OCC(=O)Nc2ccncc2)ccc1Br | 8.4 | 12 | 12 | 5 | -5 | -2.5 | -5.4 | 23* | 2
Fc1ccc(N2CCN(C(c3cccs3)c3nnnn3C3CCCC3)CC2)cc1 (stereo unspecified) | -0.6 | -1.7 | -4 | -11 | -5 | -1.6 | -1.6 | -4 | -2
Cc1nc(SCC(=O)Nc2ccc(C)c(F)c2)c2oc3ccccc3c2n1 | 0.5 | -0.4 | 4 | 1 | -3 | -0.8 | -5.3 | -10 | -4
Cc1cccc(C(=O)O/N=C(\N)Cc2cccc3ccccc23)c1 | 6.6 | 0.3 | 8 | -24 | -9 | -1.1 | -1.2 | -2 | .
CC1(C)CC2CC(C)(CN2C(=O)c2ccccc2)C1 (stereo unspecified) | -0.9 | -0.5 | 49 | -5 | 4 | -4.9 | -2.5 | -3 | -2
O=C(O)CCC(NC(=O)OCc1ccccc1)C(=O)O (stereo unspecified) | 1.6 | 0.4 | 18 | 3 | -6 | -0.9 | -1.7 | -11 | -4
O=C(Nc1nnc(-c2cccnc2)o1)c1ccccc1Cl | 1.1 | 0.6 | -23 | 1 | -2 | -2.3 | -1.2 | 3 | 3
CCCS(=O)(=O)N1CCCC(C(=O)NCCCN(C)Cc2ccccc2)C1 (stereo unspecified) | -0.9 | -0.7 | -16 | 3 | 1 | -2.9 | -2.4 | -4 | -1
O=C(O)c1ccc2c(c1)CCC2 | 0.3 | 0.8 | 23 | -2 | -13 | -1.0 | -0.8 | -10 | -2
O=C(CCc1nc2ccccc2[nH]c1=O)OCC(=O)N1CCc2ccccc21 | -0.7 | -2.1 | -7 | -23 | 1 | -0.3 | -0.2 | 18 | -1
Cc1ccn2cc(C(=O)N3CCCC(Nc4ccc(F)cc4)C3)nc2c1 (stereo unspecified) | 0.2 | -0.8 | 34 | -18 | 0 | -0.6 | -1.1 | -4 | -1
O=C(N/N=C/c1cccc([N+](=O)[O-])c1)c1cccc(Br)c1 | 0.1 | -1.2 | -7 | 2 | -1 | -2.3 | -4.0 | 2 | -1
O=C(CCc1nnc(C2CCCCC2)o1)NCCCOc1cccnc1 | 0.2 | 0.4 | 2 | -13 | 15 | -2.1 | -1.4 | -9 | -2
CCc1cc(/C(Cc2ccccn2)=N\Nc2ccccc2)c(O)cc1O | 0.4 | 0.6 | -3 | 0 | 1 | -2.3 | -4.1 | -8 | -5
O=C(c1ccccc1-c1nc(-c2ccc(F)cc2)no1)N1CCCC1 | -0.6 | -2.0 | 3 | -33 | 2 | -4.8 | -3.1 | 3 | -3
COCCN(C(=O)c1ccccc1F)c1nnc(-c2ccc(OC)cc2)s1 | 1.1 | -0.7 | -3 | -37 | 0 | -3.6 | -2.9 | 16 | -11
COCCCNC(=O)CCCn1c(=O)c2ccccc2n(Cc2cccc([N+](=O)[O-])c2)c1=O | 0.0 | 1.5 | -26 | -7 | 1 | -0.5 | -3.2 | -19 | -5
Cc1cc(C)c(Nc2ncnc(N)n2)c(C)c1 | 0.9 | 1.2 | 3 | -3 | -1 | -2.2 | -1.3 | -4 | -6
O=C(Cc1ncc(C(F)(F)F)cc1Cl)NNc1cccc(F)n1 | 0.8 | -0.7 | 37 | -10 | 3 | -3.1 | -3.6 | -7 | -8
COc1ccc(-c2ccnc(-c3ccc(O)cc3)n2)cc1 | 0.2 | -1.3 | 40 | -6 | -12 | -1.7 | -0.8 | 3 | 4
O=C(O)C1C2C=CC(O2)C1C(=O)NCCc1cccc(Cl)c1 (stereo unspecified) | 0.4 | 0.3 | 45 | 10 | -5 | -5.8 | -2.3 | 0 | -8
O=C(C1CC(=O)N(C2CCCC2)C1)N1CCN(c2ccccc2F)CC1 (stereo unspecified) | -0.2 | -0.5 | -13 | -13 | -1 | -3.9 | -2.3 | -4 | -2
CC(=O)Nc1ccc(NC(=O)CCNS(=O)(=O)c2cccc3nsnc23)cc1 | 0.8 | -1.0 | 4 | 0 | 2 | -3.9 | -2.7 | -10 | .
CCCc1cc(=O)oc2c(C)c(OC(C)C(=O)NCCN3CCOCC3)ccc12 (stereo unspecified) | -0.7 | 0.3 | 13 | -2 | 1 | 0.1 | -2.3 | 3 | 4
COC(=O)c1cc(-c2ccccc2)nc2nc(SC)[nH]c(=O)c12 | 0.5 | -2.0 | 36 | -11 | -3 | 2.1 | 1.7 | -3 | -9
CCN(CC)C(=O)CCSc1nnc(-c2ccco2)o1 | -0.4 | 1.2 | 0 | -10 | 4 | -5.8 | -4.8 | -2 | -3
S=C(Nc1ccccn1)NC1CCCC1 | -0.8 | -1.4 | -83 | -5 | -2 | -0.8 | -0.4 | 0 | -4
CC(=O)N(/N=C1\Sc2ccccc2C1=O)c1cccc(C)c1 | 0.5 | -1.2 | 17 | -11 | 5 | -2.5 | -2.0 | 2 | -1
CC(=O)Nc1ccc(S(=O)(=O)NC2(C(F)(F)F)C(=O)Nc3c2c(=O)[nH]c(=O)n3C)cc1 (stereo unspecified) | 0.4 | 0.3 | 12 | 2 | -1 | -1.0 | -4.6 | -1 | -6
CCOC(=O)C1=C(C)NC2=C(C(=O)C(C(=O)OC)C(C)C2)C1c1ccc(OC)c(O)c1 (stereo unspecified) | 0.3 | 0.8 | 24 | -13 | -5 | 0.1 | 3.5 | -2 | -4
C=CCc1cccc(CNc2nc3ccccc3n2CCC)c1O | 0.2 | -0.2 | 7 | 10 | -32 | -3.9 | -5.1 | -10 | -5
Cc1nnc(SCc2cc(=O)[nH]c(N3CCN(C)CC3)n2)s1 | 0.8 | -1.1 | -6 | 5 | -9 | -0.5 | -3.8 | -4 | -1
Cc1cc(OC(=O)c2ccccc2Br)cc(=O)n1C | 0.5 | -0.6 | 58 | 1 | -2 | -2.0 | -2.6 | -13 | -5

Complete entries, quoted from the list. Order of values: V1R ag counter	OXTR ag	PHOSPHO1 inh	FID counter	HCV NS3 hel inh	VIM-2 inh	IMP-1 inh	GPR7 antagonist	GalR3 antag
`O=C(Cc1ncc(C(F)(F)F)cc1Cl)NNc1cccc(F)n1` is entered as 0.8	-0.7	37	-10	3	-3.1	-3.6	-7	-8
`Fc1ccc(N2CCN(C(c3cccs3)c3nnnn3C3CCCC3)CC2)cc1` (stereo unspecified) is entered as -0.6	-1.7	-4	-11	-5	-1.6	-1.6	-4	-2
